LAP4 TOR yeast – modulators of LAP4-GFP expression in yeast, primary screen, S. cerevisiae, multiplex flow cytometry, MLPCN library | 0.34% of 320,000 active | GFP response vs DMSO, % at 10 µM | 3 h; median GFP as percent of DMSO wells | AID 2023, 2009;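 active = GFP response vs DMSO above a set limit, about the screen mean plus 3 SD, cut at about 150% in these data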
MEP2 TOR yeast – modulators of MEP2-GFP levels in yeast, primary screen, S. cerevisiae, multiplex flow cytometry, MLPCN library. S. cerevisiae MEP2-GFP strain, 3 h; 100% = DMSO control level. 0.51% of 330,000 active. GFP response vs DMSO, % at 10 µM. AID 2016, 2009;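 active = GFP response versus DMSO above a set limit, roughly screen mean plus 3 SD, cut at about 180% in these data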;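 note: median GFP fluorescence of the barcode-gated MEP2-GFP cells per well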
RPL19A TOR yeast – RPL19A-GFP expression modulators in yeast, primary screen, cell-based, S. cerevisiae, multiplex flow cytometry, MLPCN | AID 2025, 2009 | 0.3% of 330,000 active | S. cerevisiae RPL19A-GFP strain, 3 h; active compounds read low | percent response vs DMSO, % at 10 µM;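 active = percent response vs DMSO below 50%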;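 note: median channel GFP fluorescence of the barcoded RPL19A-GFP strain; ratio of sample median GFP to plate DMSO average so 100% = DMSO; lower means less RPL19A-GFP as with rapamycin TOR inhibition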
proCasp3 act – activators of human procaspase-3 D3A mutant, primary screen, biochemical, absorbance, PC-3 D3A mutant, single concentration; Caspase-3 (Homo sapiens), P42574; recombinant procaspase-3 D3A, Ac-DEVD-pNA absorbance 405 nm; activation, % at 8.5 µM; 0.11% of 330,000 active;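 active = activation above the mean of all tested compounds plus 3 SD, cut at about 21% in these data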;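 note: 0% = DMSO alone and 100% = DMSO wells spiked with extra 5 µM PC-3 D3A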
Target sequence (P42574 whole entry D9A/D28A/D175A): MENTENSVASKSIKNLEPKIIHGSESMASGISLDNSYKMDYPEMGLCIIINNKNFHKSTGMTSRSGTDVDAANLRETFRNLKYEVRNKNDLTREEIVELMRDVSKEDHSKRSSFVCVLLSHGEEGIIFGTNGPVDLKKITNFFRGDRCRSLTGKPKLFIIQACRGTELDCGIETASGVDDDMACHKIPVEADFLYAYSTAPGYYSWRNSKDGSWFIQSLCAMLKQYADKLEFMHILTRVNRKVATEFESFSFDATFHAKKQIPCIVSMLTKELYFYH
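Technique: 405 nm absorbance of p-nitroaniline, reads at 0 and 120 min; Test system: Procaspase-3 D3A mutant; Incubation: 1 h enzyme-compound preincubation, then 2 h substrate reaction, 25 °C; Repeats: singlicate, each compound tested once; Benchmarks: low control DMSO wells, high control DMSO plus 5 µM PC-3 D3A.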
AHR activator – AHR activators, primary screen, cell-based, luminescence, luciferase reporter, human. Aryl hydrocarbon receptor (Homo sapiens), P35869. AHR-responsive luciferase reporter cells. activation, % at 5 µM. 2.5% of 320,000 active. AID 2796, 2010; in the data active = activation above about 47%;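 note: 0% = vehicle wells and 100% = reference agonist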
AGP1 TOR yeast – modulators of AGP1-GFP expression in yeast TOR pathway, primary screen, cell-based, multiplex flow cytometry, S. cerevisiae, MLPCN library; 0.02% of 320,000 active; 3 h; GFP as percent of DMSO wells; GFP response vs DMSO, % at 10 µM;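 active = GFP response relative to DMSO above a set limit, near screen average plus 3 SD, cut at about 150% in these data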;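 note: median GFP channel fluorescence of the gated AGP1 strain per well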
procasp7 counter – procaspase-7 activators, primary screen, counter-screen for procaspase-3 activator project, biochemical, absorbance, HTS, human; recombinant procaspase-7, Ac-DEVD-pNA absorbance 405 nm; D23A/D198A/D206A triple mutant, cannot self-cleave; scale: DMSO 0, 5 µM enzyme 100; activation, % at 8.5 µM; 0.093% of 330,000 active;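 active = percent activation above the screen-wide mean plus 3 SD, cut at about 25% in these data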
Target sequence (P55210 whole entry D23A/D198A/D206A): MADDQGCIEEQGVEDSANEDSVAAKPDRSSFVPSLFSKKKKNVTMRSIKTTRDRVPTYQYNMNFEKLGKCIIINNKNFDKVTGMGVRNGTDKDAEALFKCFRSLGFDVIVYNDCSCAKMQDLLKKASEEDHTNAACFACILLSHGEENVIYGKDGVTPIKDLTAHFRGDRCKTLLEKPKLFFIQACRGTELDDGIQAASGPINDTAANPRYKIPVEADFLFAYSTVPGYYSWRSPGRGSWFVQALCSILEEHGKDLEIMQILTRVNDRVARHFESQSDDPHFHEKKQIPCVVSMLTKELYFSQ
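Assay system: Uncleavable procaspase-7 mutant enzyme; Input: 2 µM procaspase-7 mutant as dispensed; Also added: DEVD-pNA substrate; Medium: Zinc-free HEPES pH 7.4 with 300 mM NaCl, 0.01% Triton X-100; Timing: 1 h compound preincubation, 2 h substrate cleavage, 25 °C; Measured by: Epi-absorbance of released pNA at 405 nm, two timepoints.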
CIT2 TOR yeast – modulators of CIT2-GFP expression in yeast, primary screen, S. cerevisiae, GFP fusion, multiplex flow cytometry, MLPCN library; GFP response vs DMSO, % at 10 µM; S. cerevisiae CIT2-GFP strain, 3 h; 100 means same as DMSO wells; 0.065% of 320,000 active;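 active = GFP response relative to DMSO above a set limit, near the screen mean plus 3 SD, cut at about 150% in these data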;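 note: ratio of well median GFP fluorescence to mean of DMSO wells on the plate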
An asterisk follows results filed as active; nt = no result given.

Sample of the layout, three compounds:
Order of values – MEP2 TOR yeast	procasp7 counter	CIT2 TOR yeast	RPL19A TOR yeast	proCasp3 act	AHR activator	AGP1 TOR yeast	LAP4 TOR yeast
COc1ccc(CCNC(=O)CCN2C(=O)C3CC=CCC3C2=O)cc1OC (stereo not drawn)
    94.1	-0.7	93.9	97.5	-7.0	1.6	92.8	90.5
O=S(=O)(/C=C/c1ccccc1)N1CCNCC1
    108.8	1.8	106.3	104.4	6.2	0.1	102.5	102.8
Cc1cc(N2CCCC2)ccc1NC(=O)CN1C(=O)NC(C)(c2ccccc2)C1=O (stereo not drawn)
    111.1	-2.5	109.2	108.8	-4.9	2.8	106.9	103.9

The whole of this part, from the start:
Order of values – MEP2 TOR yeast	procasp7 counter	CIT2 TOR yeast	RPL19A TOR yeast	proCasp3 act	AHR activator	AGP1 TOR yeast	LAP4 TOR yeast
COc1ccc(CCNC(=O)CCN2C(=O)C3CC=CCC3C2=O)cc1OC (stereo not drawn)
    94.1	-0.7	93.9	97.5	-7.0	1.6	92.8	90.5
O=S(=O)(/C=C/c1ccccc1)N1CCNCC1
    108.8	1.8	106.3	104.4	6.2	0.1	102.5	102.8
Cc1cc(N2CCCC2)ccc1NC(=O)CN1C(=O)NC(C)(c2ccccc2)C1=O (stereo not drawn)
    111.1	-2.5	109.2	108.8	-4.9	2.8	106.9	103.9
O=C(CSc1nccc(=O)[nH]1)NC1CCCC1
    105.8	5.0	99.0	104.1	2.9	-0.6	95.1	105.5
Cc1nn(Cc2ccccc2)c(C)c1NC(=O)CSc1n[nH]c(C)c1[N+](=O)[O-]
    106.6	3.4	99.7	104.8	-4.7	-1.9	102.2	95.2
Cc1ccc(-c2nc3ccccc3[nH]2)cc1NC(=O)/C=C/c1ccco1
    100.1	0.5	95.3	101.3	2.5	38.8	98.9	102.4
Cc1ccc(-c2nnn(CC(=O)N(CC(=O)NCc3ccccc3)c3cccc(C)c3C)n2)o1
    103.1	-6.2	nt	102.5	2.0	0.6	96.6	96.8
O=S(=O)(Cc1ccccc1)N1CCN(Cc2ccc3c(c2)OCO3)CC1
    99.3	7.4	89.8	101.5	-6.1	28.0	98.0	99.9
O=C1N/C(=N\S(=O)(=O)Cc2ccccc2)S/C1=C/c1cccc([N+](=O)[O-])c1
    94.8	-5.7	111.0	98.6	-6.5	-1.4	106.1	103.8
CCCC(=O)NCCc1nc2cc([N+](=O)[O-])ccc2n1C
    107.6	2.6	102.8	104.5	13.2	-3.0	97.0	90.8
CCC(=O)c1ccc(OCC(=O)Nc2ccccc2C(=O)N2CCCCC2)cc1
    102.5	8.8	99.5	95.5	1.4	4.8	99.0	98.7
CCOC(=O)c1oc2ccccc2c1NC(=O)c1ccc2c(c1)OCO2
    95.2	10.9	117.3	110.3	-2.7	-0.2	114.7	95.3
Cc1cc(C)cc(N(C(=O)CNS(=O)(=O)c2ccccc2)C(C(=O)NCc2ccccc2)c2ccc(C)o2)c1 (stereo not drawn)
    97.1	-3.0	96.3	99.0	-26.9	2.0	97.1	89.2
O=C(CSc1nnc(-c2ccc(Cl)cc2Cl)n1C1CCCCC1)N1CCCC1
    96.6	-1.5	90.1	92.0	2.5	-1.4	92.5	93.8
O=C(CN(C(=O)CNS(=O)(=O)c1ccccc1)c1ccc(F)cc1)NCc1ccco1
    107.4	7.2	97.5	103.9	-4.3	0.0	98.7	97.2
O=C(CSc1nccc(=O)[nH]1)Nc1ccc(N2CCOCC2)cc1
    110.3	7.2	104.4	117.6	4.6	0.7	100.7	70.8
COc1ccc2c(c1)CCC1C2=NN(/C(C)=C/C(C)=O)C1c1cccc(F)c1 (stereo not drawn)
    110.0	-36.9	95.4	100.0	4.6	24.9	106.9	116.3
CN(C)CC/C=C1/c2cc(F)ccc2CSc2ccc(F)cc21
    102.9	11.3	105.1	103.9	-3.1	0.8	101.2	97.4
O=C(CCNC(=O)C1CCN(S(=O)(=O)c2ccc(F)cc2)CC1)NCc1cccnc1
    108.3	0.4	107.0	105.9	13.3	2.2	108.9	97.7
CCNC(=S)N(CCc1c(C)[nH]c2ccc(C)cc12)Cc1cc(OC)c(OC)c(OC)c1
    103.9	4.8	104.5	103.4	7.0	19.7	111.2	117.7

Remaining list, next part:
Order of values – MEP2 TOR yeast	procasp7 counter	CIT2 TOR yeast	RPL19A TOR yeast	proCasp3 act	AHR activator	AGP1 TOR yeast	LAP4 TOR yeast
NC(=O)CSc1nnc(NC(=O)c2cccc(S(=O)(=O)N3CCCCC3)c2)s1
    99.5	12.8	97.3	92.8	-3.4	-1.4	97.4	95.3
CCCCn1nc(C(=O)O)ccc1=O
    98.6	-13.7	nt	92.7	-0.5	0.2	89.8	86.1
CCOc1cccc(OCCOCCNC(C)(C)C)c1
    97.1	16.8	103.3	100.7	1.9	-0.4	98.9	90.6
O=C1C=CCC(/C=C/c2ccccc2)O1 (stereo not drawn)
    91.7	2.7	77.5	94.8	3.7	0.0	78.3	140.7
CO/N=C/CC(=O)c1cnc(-c2ccc(Cl)cc2)s1
    98.4	-2.9	83.1	100.0	1.4	0.6	95.2	120.2
Cc1cccc(NC(=O)c2csnn2)n1
    100.3	-4.0	96.8	98.7	-8.4	2.5	95.2	99.5
COc1ccc(N2CCN(C(=O)c3ccccc3N(C)S(=O)(=O)c3ccc(C)cc3)CC2)cc1
    102.4	nt	95.7	109.8	nt	nt	88.3	87.9
CNS(=O)(=O)c1ccc(NC(=O)C2CC(=O)N(c3ccc(Cl)cc3)C2)cc1 (stereo not drawn)
    94.2	8.7	97.9	100.5	6.4	-0.9	105.2	112.1
COc1ccc(CN=C(N)N=C(N)N)cc1Cl
    91.6	-2.9	97.5	101.4	3.4	3.3	102.1	103.5
CCCNC(=O)c1ccccc1NS(=O)(=O)c1ccc(OC)c(OC)c1
    101.8	-5.0	99.9	98.7	1.6	-0.4	102.4	97.9
COc1cccc(NC(=S)N2CCC(N(C)CC3CCCO3)CC2)c1 (stereo not drawn)
    99.4	-11.2	97.6	103.2	-2.5	3.8	105.5	97.3
COc1ccc(S(=O)(=O)N2CCN(Cc3cc(OC)c(OC)c(OC)c3)CC2)cc1
    108.4	nt	102.4	107.4	nt	nt	103.3	100.9
COc1ccc(C(CC(=O)c2ccc(C)cc2)Nc2ccc([N+](=O)[O-])cc2)cc1 (stereo not drawn)
    102.1	-4.8	98.5	98.3	-5.6	-1.6	94.5	101.2
COc1ccc(C(c2c(O)nc(SC)n(C)c2=O)c2c(O)nc(SC)n(C)c2=O)cc1O
    112.9	3.9	96.0	96.0	3.8	-0.1	102.2	100.1
C=CCNC(=O)N1CCCC(C(=O)c2cccc(OC(C)C)c2)C1 (stereo not drawn)
    105.8	-11.9	100.4	106.8	3.5	7.8	109.6	94.7
O=C(CCC1CCCC1)NNC(=O)c1ccccc1O
    104.2	8.2	94.5	98.7	7.2	14.8	102.2	102.3
CCOc1cc(NC(=S)NCc2ccco2)c(OCC)cc1NC(=O)CC(C)C
    101.5	-0.2	112.2	103.8	0.1	15.0	105.5	98.1
CCCn1nc2cc(C(=O)NCC34CC5CC(CC(C5)C3)C4)ccc2c1OCC
    94.9	11.0	87.8	105.7	4.7	2.5	93.3	106.4
O=C(COC(=O)c1cccnc1Cl)NCCc1ccc(F)cc1
    107.7	10.7	117.0	98.9	1.4	-2.0	102.0	89.6
CCN1CCN(C(=O)Nc2cccc(C(F)(F)F)c2)CC1
    102.2	-3.3	96.1	102.6	-0.1	1.8	106.5	108.4

(cont.)
Order of values – MEP2 TOR yeast	procasp7 counter	CIT2 TOR yeast	RPL19A TOR yeast	proCasp3 act	AHR activator	AGP1 TOR yeast	LAP4 TOR yeast
COCCNC(=O)/C(C#N)=C/c1c(N2CC(C)OC(C)C2)nc2ccccn2c1=O (stereo not drawn)
    104.5	-3.1	90.1	100.1	-7.2	1.4	99.7	99.0
COc1cc(CCC(=O)Nc2cccc(S(=O)(=O)N(C)C)c2)cc(OC)c1OC
    90.4	10.1	113.3	103.5	5.2	2.1	110.5	98.8
CCOC(=O)c1cccnc1SCC(=O)NCc1ccccc1
    102.5	-2.4	97.2	97.0	0.2	1.9	99.8	106.3
CC(=O)Oc1ccc(C(=O)Nc2ccccc2NC(=O)c2ccc(OC(C)=O)cc2)cc1
    107.6	6.7	98.1	101.0	-2.1	1.2	92.2	93.1
COc1cc(/C=N/N=C(\N)c2nonc2N)ccc1O
    102.2	-1.2	107.6	100.2	1.4	-1.3	101.1	90.0
Cn1c(=O)c2c(nc(NCc3ccccc3)n2CC(N)=O)n(C)c1=O
    101.8	0.6	97.8	91.9	7.4	0.1	96.9	100.6
Cc1nn(C2CCS(=O)(=O)C2)c(Cl)c1/C=C/C(=O)OCC(=O)Nc1ccccc1[N+](=O)[O-] (stereo not drawn)
    63.1	2.9	94.8	95.7	1.1	5.8	79.0	103.3
CN(c1ncc(C(F)(F)F)cc1Cl)n1cc(C(=O)O)c2ccccc2c1=O
    72.1	2.4	71.3	86.3	2.7	-0.3	75.6	76.0
COc1ccccc1N(C(=O)Cn1nnc2ccccc21)C(C(=O)NCc1ccco1)c1ccc(C)o1 (stereo not drawn)
    102.6	-0.1	104.1	104.9	-3.1	7.9	108.0	102.7
COc1ncnc(-c2ccccc2)c1-c1ccccc1
    97.9	1.6	97.5	100.7	1.8	0.5	100.9	110.3
COc1ccc(NC(=O)CCS(=O)(=O)c2ccc3c(c2)NC(=O)C(C)S3)cc1OC (stereo not drawn)
    100.2	8.2	108.5	97.9	5.7	1.1	101.2	108.2
CC(C)N(Cc1nc(-c2ccccc2)no1)C(=O)CN(C)S(=O)(=O)c1ccc(Br)cc1
    100.2	0.4	96.7	100.8	7.8	3.6	101.1	102.0
CNC(=O)CC1C(=O)N(c2ccc(OC)cc2)C(=S)N1NC(=O)c1cccc(F)c1 (stereo not drawn)
    95.3	2.6	86.2	95.1	-6.6	-1.6	99.0	97.6
CC1CCN(S(=O)(=O)c2ccc3c(c2)N(CC(=O)N(C)Cc2ccco2)C(=O)CO3)CC1
    97.3	-11.1	112.0	102.6	-2.1	0.9	104.6	104.1
CC(=O)c1ccc(NS(=O)(=O)Cc2ccccc2)cc1
    102.8	10.2	97.7	94.9	2.3	1.2	98.3	96.9
COc1ccc(C(CNC(=O)c2ccc(-n3cnnn3)cc2)N2CCOCC2)cc1 (stereo not drawn)
    96.8	-5.8	111.6	99.9	-1.2	4.5	99.3	100.9
CC1CC(NC(=O)N(C)C)N(C)C(=O)N1 (stereo not drawn)
    98.6	14.9	99.8	100.1	-0.7	-0.5	99.9	102.2
COc1ccc(/C=N/Nc2cc(C)nc(N3CCOCC3)n2)c(OC)c1
    101.5	-7.3	92.5	97.7	2.9	21.6	101.8	105.6
CC(=C\c1ccccc1)/C=C1/SC(=S)N(CCC(=O)Nc2ccccn2)C1=O
    134.4	-12.3	135.5	112.0	-1.8	-1.9	104.9	106.0
C/C(O)=C/c1nc2ccccc2[nH]c1=O
    98.5	-5.0	92.1	94.7	3.2	25.4	97.8	88.7
